# CHO-K1 Ca ag – counter-screen for M1 agonists: effect in parental CHO-K1 cells. Fluo-8 calcium fluorescence; scaled to maximal ATP response, vehicle zero. activation, % at 3 µM. 360,000 compounds, 0.48% hits. AID 602248, 2012; in the data active = activation above about 15%;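 note: untransfected CHO-K1 host cells lacking M1 receptor as counterscreen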
# M1 PAM parental – nonselective calcium activators in parental CHO-K1 cells, primary screen, counter-screen for M1 PAM project, cell-based, Fluo-8 calcium fluorescence, full deck, 1536-well | ATP EC20; 0% at ATP EC20, 100% at ATP max | activation, % at 3 µM | 360,000 compounds, 0.02% hits | AID 602247, 2012;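 active = activation above the run cutoff, the mean activation of all test compounds plus 3 SD, cut at about 40% in these data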;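 note: peak over basal fluorescence ratio in a 140 s read after ATP addition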
# GPR7 antag – GPR7 receptor antagonists, primary screen, cell-based, fluorescence, single concentration. inhibition, % at 4.4 µM. GPR7-expressing cells, fluorescence antagonist assay. Neuropeptides B/W receptor type 1 (Homo sapiens), P48145. 290,000 compounds, 1.1% hits; in the data active = inhibition above about 16%, passing the limit was not always enough;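 note: cells stimulated with the agonist NPW; 0% = agonist with vehicle and 100% = vehicle without agonist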
# Target sequence (P48145 whole entry, looked up): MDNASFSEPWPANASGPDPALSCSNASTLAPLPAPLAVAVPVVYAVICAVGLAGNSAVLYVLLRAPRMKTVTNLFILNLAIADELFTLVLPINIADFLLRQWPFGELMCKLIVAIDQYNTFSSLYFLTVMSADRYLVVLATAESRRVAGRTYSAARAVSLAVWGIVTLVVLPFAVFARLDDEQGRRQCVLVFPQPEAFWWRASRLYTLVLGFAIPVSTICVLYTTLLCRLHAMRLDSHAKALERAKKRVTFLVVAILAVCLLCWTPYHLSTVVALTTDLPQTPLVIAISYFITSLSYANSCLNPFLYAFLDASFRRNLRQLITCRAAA
# OXTR agonist – human OXTR agonists, primary screen, fluorescence, CHO-OTR cells, Fluo-8 calcium | Oxytocin receptor (Homo sapiens), P30559 | Fluo-8 calcium fluorescence; normalized: DMSO 0%, oxytocin 100% | activation, % at 3 µM | 320,000 compounds, 0.32% hits;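 active = activation above the mean of all tested compounds plus 3 SD, cutoff set per screening run, cut at about 20% in these data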;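 note: peak over basal fluorescence ratio from a 100 s FLIPR kinetic read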
# Target sequence (P30559 whole entry, looked up): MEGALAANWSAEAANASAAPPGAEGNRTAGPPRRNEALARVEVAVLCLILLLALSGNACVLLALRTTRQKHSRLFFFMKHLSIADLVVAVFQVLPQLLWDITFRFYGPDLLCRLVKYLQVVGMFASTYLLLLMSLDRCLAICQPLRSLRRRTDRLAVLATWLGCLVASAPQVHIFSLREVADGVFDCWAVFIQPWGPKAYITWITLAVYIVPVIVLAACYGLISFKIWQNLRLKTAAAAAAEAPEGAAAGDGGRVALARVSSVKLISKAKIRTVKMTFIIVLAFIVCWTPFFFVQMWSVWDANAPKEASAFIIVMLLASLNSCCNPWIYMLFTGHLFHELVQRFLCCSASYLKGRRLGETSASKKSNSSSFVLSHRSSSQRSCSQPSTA
# CHO parental Ca – ATP-evoked calcium signal inhibitors, parental CHO, primary screen, counter-screen for OX1R antagonist project, cell-based, fluorescence, Fluo-8 calcium dye; parental CHO-K1, ATP-induced calcium, Fluo-8 fluorescence; inhibition, % at 5.6 µM; 330,000 compounds, 0.63% hits; AID 463079, 2010;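 active = inhibition above that plate's mean sample inhibition plus 3 SD, cut at about 26% in these data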;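 note: 0% = ATP-challenged DMSO wells and 100% = DMSO wells without ATP; some compounds past the cut are filed as inactive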
#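 Assay system – parental CHO cells · Reagent – ATP stimulus · Detection – intracellular calcium via Fluo-8 no-wash fluorescent dye · Evaluation – percent inhibition of ATP-evoked calcium rise, normalized to controls · Controls – ATP wells versus no-ATP DMSO wells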
# TAAR1 antagonist – human TAAR1 antagonists, primary screen, Fluo-8 calcium fluorescence, CHO RD-HGA16 cells | inhibition, % at 3 µM | antagonist | Trace amine-associated receptor 1 (Homo sapiens), Q96RJ0 | 360,000 compounds, 1.5% hits;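 active = inhibition above a per-plate cutoff, the mean inhibition of test compounds on that plate plus 3 SD, cut at about 49% in these data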;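 note: 0% = DMSO plus EC80 beta-PEA response and 100% = DMSO alone without agonist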
# Target sequence (Q96RJ0 whole entry, looked up): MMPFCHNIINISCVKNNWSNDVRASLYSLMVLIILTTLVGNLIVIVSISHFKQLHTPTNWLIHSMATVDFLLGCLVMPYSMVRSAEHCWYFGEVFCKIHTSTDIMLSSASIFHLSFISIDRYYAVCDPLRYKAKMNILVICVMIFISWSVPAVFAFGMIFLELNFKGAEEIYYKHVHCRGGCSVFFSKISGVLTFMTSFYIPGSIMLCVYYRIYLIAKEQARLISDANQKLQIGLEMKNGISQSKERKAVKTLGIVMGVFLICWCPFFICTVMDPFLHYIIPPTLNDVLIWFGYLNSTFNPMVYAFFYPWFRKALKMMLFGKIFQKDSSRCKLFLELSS
#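 Assay system: CHO-derived RD-HGA16 cells stably expressing human TAAR1 plus Gα16. Timing: 140 s kinetic read after compound, 140 s after agonist. Technique: kinetic Fluo-8 calcium fluorescence measurement. Measure: % inhibition of agonist calcium response.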
# OXTR potentiate – human OXTR potentiators, primary screen, fluorescence, CHO-OTR cells, Fluo-8 calcium. Oxytocin receptor (Homo sapiens), P30559. Fluo-8 calcium fluorescence, potentiator mode; 0% = oxytocin EC15, 100% = EC100. activation, % at 3 µM. 320,000 compounds, 0.061% hits. AID 2445, 2010;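 active = activation above that plate's cutoff, the mean activation of tested compounds plus 3 SD, cut at about 6.6% in these data, passing the limit was not always enough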;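 note: 100% uses oxytocin at 75 nM as the full agonist control; some results filed as inactive read as strong as hits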
#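 Assay system: CHO cell line stably expressing human OTR. Reagent: EC15 oxytocin agonist. Dosing: single dose, 3.0 µM nominal final compound concentration. Timing: compound 6 min at room temperature before oxytocin, 100 s read. Signal: kinetic Fluo-8 calcium fluorescence. Controls: oxytocin EC15 low and EC100 high.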
# V1aR counter – agonists of human V1a receptor, primary screen, counter-screen for OXTR agonist project, fluorescence, CHO-V1R cells. 320,000 compounds, 0.25% hits. AID 2797, 2010. Vasopressin V1a receptor (Homo sapiens), P37288. activation, % at 3 µM. Fluo-8 calcium fluorescence, agonist mode; 0% DMSO, 100% 3 nM vasopressin;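 active = activation above the mean activation of all tested compounds plus 3 SD, per screening run, cut at about 20% in these data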;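 note: signal is peak over basal fluorescence ratio across a 100 second FLIPR read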
# CHO-K1 Ca antag – M1 antagonist counterscreen hit in parental CHO-K1 cells; ATP-induced calcium, Fluo-8 fluorescence; inhibition, % at 3 µM; 360,000 compounds, 0.6% hits;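 active = inhibition above a per-plate cutoff, the plate's mean sample inhibition plus 3 SD, cut at about 24% in these data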;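 note: 0% = DMSO plus EC80 ATP and 100% = DMSO alone without ATP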
# Active calls of the source: *; · = not tested or not shown.
SMILES,CHO-K1 Ca ag,M1 PAM parental,GPR7 antag,OXTR agonist,CHO parental Ca,TAAR1 antagonist,OXTR potentiate,V1aR counter,CHO-K1 Ca antag
Cc1ccn2c(=O)nc(SCC(=O)N3CCN(c4ccccc4)CC3)nc2c1,-0.4,-10,·,-0.6,-9,-12,-9,-0.6,3
COc1ccc(NC(=O)CN(C)CC(=O)Nc2ccc(N3CCOCC3)cc2)c([N+](=O)[O-])c1,0.9,-11,-7,0.1,0,-12,-11,2.5,5
C/C=C/C(=O)OCC(=O)Nc1ccccc1Br,0.7,-2,6,-1.4,10,-24,-10,-0.3,3
COc1ccc(C2CC(c3cccs3)=NN2c2ccc(F)cc2)cc1OC (stereo unspecified),-0.1,-8,-7,-2.3,-34,-23,-18,-0.3,-20
CC1(O)C(=O)C=C2C=C(C3CC3)OC=C2C1=O (stereo unspecified),·,·,·,-0.1,-10,·,-9,-0.2,·
O=[N+]([O-])c1ccc(/C=N\NS(=O)(=O)c2ccc(F)cc2)o1,0.2,-17,2,0.7,1,-2,-7,1.2,-3
Cc1ccc(Cn2c(C(C)Nc3nc(-c4ccc(C)cc4)cs3)nc3cc(Cl)c(Cl)cc32)cc1 (stereo unspecified),0.7,8,-10,-0.2,-11,-5,-3,-0.5,-14
O=C(c1ccc2ccccc2c1O)N1CCCCC1,4.0,13,·,·,·,14,·,·,-5
Cc1ccc(C)c(N(C(=O)c2csnn2)C(C(=O)NC2CCCC2)c2ccncc2)c1 (stereo unspecified),-0.1,-7,12,-0.5,-21,-8,-8,-0.4,-3
CCOC(=O)C1=C(C(=O)OCC)c2ccc(OC)c(OC)c2C1,-0.7,-10,·,·,·,-32,·,·,6
CC(=O)Nc1ccccc1-c1nc2cc(C#N)c(C#N)cc2[nH]c1=O,0.3,-16,6,-1.6,-8,9,-10,-0.8,3
Cc1ccc(S(=O)(=O)CCC(=O)N(C)c2c(N)n(Cc3ccccc3)c(=O)[nH]c2=O)cc1,-0.2,14,·,-1.2,-4,-2,-12,-0.7,1
COc1ccc(-c2cn3cc([N+](=O)[O-])ccc3n2)cc1OC,0.7,8,-1,-1.4,-18,-1,-4,-0.8,-8
CCc1nnc(NC(=O)CN2CCN(CC)CC2)s1,1.2,11,-12,-0.6,-4,-3,-7,0.4,-7
N#Cc1ccc(C(S(=O)(=O)Cc2ccccc2)S(=O)(=O)Cc2ccccc2)cc1,0.9,9,·,·,·,0,·,·,-1
Fc1ccc(-c2nnc3ccccn23)cc1,0.8,18,-1,·,·,-18,·,·,-19
CCOC(=O)C1CCCN(C(=O)c2cccc(S(=O)(=O)N(C)c3ccc(C)cc3)c2)C1 (stereo unspecified),1.1,-5,·,1.9,-11,12,-8,4.3,2
CCOc1ccc2[nH]c(=O)c(CN(CCc3ccccc3)C(=O)c3cnccn3)cc2c1,0.3,8,-14,-0.9,-16,25,-2,0.0,-2
CC(C)(C)S(=O)N1Cc2cc(C(=O)Nc3ccc(-c4ccccc4)cc3)nc(-c3cccc(-c4cc5ccccc5o4)c3)c2[C@@H]1CCO (stereo partly specified),0.6,35,·,·,·,-23,·,·,-30
Cc1cccc(/C=C2\Oc3cc(OS(C)(=O)=O)ccc3C2=O)c1,-0.2,12,-8,-1.0,-20,34,-4,0.7,-11
O=C(NNC1OC(CO)C(O)C(O)C1O)c1cccnc1 (stereo unspecified),-0.1,4,-7,0.3,-6,5,-1,-0.8,-3
N#CCSc1nc2ccccc2c(=O)n1C1CCCCC1,-0.5,17,-4,-1.8,-58,-17,-2,-1.1,-5
CCn1cc(C(=O)NCc2ccc3c(c2)OCO3)c2cc(OC)c(OC)cc2c1=O,0.4,21,-10,-1.9,-13,1,-4,-0.9,-12
Cc1ccccc1CC(=O)N1CC(C)OC(C)C1 (stereo unspecified),-0.4,-15,-16,1.6,-9,-5,1,0.9,7
NC(=O)c1ccsc1NC(=O)COC(=O)c1cc(Cl)ccc1O,11,19,·,0.9,-10,43,-8,4.8,-15
# Next entries:
SMILES,CHO-K1 Ca ag,M1 PAM parental,GPR7 antag,OXTR agonist,CHO parental Ca,TAAR1 antagonist,OXTR potentiate,V1aR counter,CHO-K1 Ca antag
CCOC(=O)c1c(C)[nH]c(C(=O)OCC(=O)N(CC)c2c(N)n(Cc3ccccc3)c(=O)[nH]c2=O)c1C,-0.2,-23,·,·,·,-7,·,·,14
COc1ccc(C(=O)/C=C/c2ccc(C)cc2)c(OC(=O)c2ccc([N+](=O)[O-])cc2)c1,0.2,12,-4,-0.2,-9,7,-11,1.4,-6
COc1ccc(CNC(=O)C(C)NS(=O)(=O)c2ccc(C)cc2)cc1 (stereo unspecified),1.7,28,-6,-1.2,-16,4,-14,-0.9,-24
Cc1cccc(N2CCN(C(c3ccncc3)c3nnnn3C(C)(C)C)CC2)c1C (stereo unspecified),0.5,-13,-7,-0.5,-15,-16,-4,-0.5,-10
COc1ccc(CCNC(=O)COc2ccc(C)nc2[N+](=O)[O-])cc1,0.7,21,-19,0.3,-6,-4,6,0.4,-2
CCN(C(=O)c1cccnc1)c1ccccc1,-0.2,6,-9,0.0,-1,0,-12,1.3,-3
COc1cc(/C=N/NC(N)=S)ccc1OCC(=O)N1CCOCC1,0.5,15,7,-0.8,-3,15,-6,0.7,-11
COc1cc(/C=N\NC(=O)CC#N)ccc1OC/C=C/c1ccccc1,1.3,15,-5,·,·,-8,·,·,-9
Cc1ccccc1S(=O)Cc1ccc(C(=O)N2CCN(C(=O)c3ccco3)CC2)o1 (stereo unspecified),2.4,2,2,0.3,-9,-13,-1,2.2,-20
COc1ccc(OC)c(CNn2c(-c3cccc(C)c3)nc3ccccc3c2=O)c1,2.5,12,-15,-1.4,-26,17,-2,-1.1,-14
COc1ccc(OC)c(/C=C/C(=O)N2CCCc3ccccc32)c1,-0.2,20,-10,-2.3,-27,23,-7,-1.3,-25
Cc1sc2nc3c(C(=O)N4CCCC4)cc(C(=O)c4ccccc4O)cn3c(=O)c2c1C,0.2,16,-14,-0.4,1,-13,-8,9.3,-7
O=C(CCC1CCCN(Cc2ccc3c(c2)OCCO3)C1)NCc1ccccc1F (stereo unspecified),0.6,17,-14,1.6,-12,-6,-6,-0.1,-11
COc1ccc(CNC(=O)c2ccc(SC)cc2OC)cc1,0.6,13,7,-1.2,-5,1,-2,0.1,-9
N[C@@H](CO)c1nnc([C@H](CC(=O)O)NC(=O)C2CCNCC2)o1,0.2,26,-15,0.0,2,7,-12,1.1,-11
COc1cc(OC)cc(C(=O)Nc2ccccc2-c2nnn(CC(=O)Nc3cc(C)on3)n2)c1,0.1,16,6,1.0,-6,-3,-4,0.8,-13
Cc1cccc(NC(=S)Nc2ccc(N3CCOCC3)cc2)c1C,-0.6,23,1,-0.7,-10,-7,-3,0.7,-5
COc1cc(NC(=O)CSc2nc3ccccc3cc2Cc2ccccc2)cc(OC)c1,0.1,13,-2,0.4,-16,11,-1,0.8,-14
CCC(C)N(C(=O)COC(=O)C1C(C(=O)OC)=C(C)NC(C)=C1C(=O)OC)C1CCS(=O)(=O)C1 (stereo unspecified),1.2,20,4,0.7,2,-3,-8,0.7,-18
Cc1ccc(NC(=O)CSCC(=O)N2CCCc3ccccc32)cc1,2.3,-22,·,-1.7,-9,-6,-4,-0.4,8
Cc1ccc2c(c1)CCCN2C(=O)c1cc(C)c(C)s1,0.1,-7,·,·,·,27,·,·,-4
CCn1cc(CN2CCC(n3nccc3NC(=O)c3cccc(F)c3)CC2)cn1,0.3,5,-8,0.8,-5,-15,4,0.9,-9
CCOC(=O)c1cccc(NC(=O)CSc2nnc(COc3ccccc3)n2CC)c1,-0.4,-7,-9,-1.6,-13,3,-6,0.1,10
COc1ccc(C)cc1N(C(=O)c1ccco1)C(C(=O)NC1CCCC1)c1ccc(N2CCOCC2)cc1 (stereo unspecified),-0.4,-10,-3,-0.2,-21,-1,0,-0.6,-11
Cc1ccnc(NC(=O)CCC(=O)N(CC(=O)NCc2ccccc2)Cc2ccccc2)c1,0.7,5,7,0.8,-11,8,-7,0.2,-1

# Some of the entries so far, with two lines to a compound.
# Fields – CHO-K1 Ca ag | M1 PAM parental | GPR7 antag | OXTR agonist | CHO parental Ca | TAAR1 antagonist | OXTR potentiate | V1aR counter | CHO-K1 Ca antag
> Cc1ccc2c(c1)CCCN2C(=O)c1cc(C)c(C)s1
    0.1 | -7 | · | · | · | 27 | · | · | -4
> N[C@@H](CO)c1nnc([C@H](CC(=O)O)NC(=O)C2CCNCC2)o1
    0.2 | 26 | -15 | 0.0 | 2 | 7 | -12 | 1.1 | -11
> COc1cc(/C=N\NC(=O)CC#N)ccc1OC/C=C/c1ccccc1
    1.3 | 15 | -5 | · | · | -8 | · | · | -9

# (further entries)
SMILES,CHO-K1 Ca ag,M1 PAM parental,GPR7 antag,OXTR agonist,CHO parental Ca,TAAR1 antagonist,OXTR potentiate,V1aR counter,CHO-K1 Ca antag
COc1cccc(-c2nc(C(N)=O)c3[nH]c(=O)n(-c4ccccc4)c3n2)c1OC,1.4,19,-8,-0.9,-22,-4,-4,0.0,-4
COc1ccc(S(=O)(=O)NC(C)C(=O)NCc2cccnc2)cc1OC (stereo unspecified),-0.4,-3,-4,0.8,-9,-6,-11,0.6,-2
CN1CCC(OC(=O)COc2ccc(Br)cc2)CC1,-0.4,-5,-8,0.4,-3,-1,-7,2.9,12
CN1OCC(S(=O)(=O)c2ccccc2)C1c1ccccc1 (stereo unspecified),-0.2,0,9,1.0,-13,2,1,0.8,13
N=C1/C(=C\c2coc3ccccc3c2=O)C(=O)N=C2SC=CN12,83*,-27,15,116*,30*,60*,-10,84*,31*
O=C(O)c1cc(=O)c2cc(Cl)ccc2o1,1.5,1,1,0.7,3,-6,-6,1.9,6
COc1cc(NC(=O)C2=C(N3CCOCC3)/C(=C\c3ccc(Br)cc3)CC2)cc(OC)c1OC,-1.1,-7,4,-1.6,-27,-26,-5,-0.5,12
CCOC(=O)N1CCN(C(=O)COc2cc(=O)n(C)c3ccccc23)CC1,0.0,3,-17,1.1,-5,-1,-1,-0.5,-1
O=[N+]([O-])c1cccc(S(=O)(=O)NCCc2ccccc2)c1,0.6,6,-12,-0.4,-9,-14,-7,0.4,-1
CCCCOCCCn1c(-c2ccco2)nc2nc3ccccc3nc21,2.9,13,-3,-2.4,-25,24,-2,-0.7,-3
COc1ccc(CCN2C(=NC(C)=O)SC3CS(=O)(=O)CC32)cc1OC (stereo unspecified),0.4,12,-3,1.3,-22,-24,-2,1.2,-5

# Screening results: PubChem, The Scripps Research Institute Molecular Screening Center
